High-throughput results: PubChem BioAssay, The Scripps Research Institute Molecular Screening Center
LYPLA1 inh – LYPLA1 (human) inhibition in PME1 counter-screen | inhibition, % at 5.9 µM | O75608 | recombinant LYPLA1, FP-Rh probe fluorescence polarization | actives 0.16% (n = 320,000);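 active = inhibition above the mean of all tested compounds plus 3 SD, set per campaign, cut at about 14% in these data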;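 note: inhibitors block serine hydrolase probe labeling of LYPLA1 so polarization falls; 0% = enzyme with DMSO and 100% = wells lacking LYPLA1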
LYPLA2 inh – blocks human lysophospholipase 2, a PME1 counter-screen; O95372; recombinant LYPLA2, FP-Rh probe fluorescence polarization; inhibition, % at 5.9 µM; actives 0.38% (n = 320,000);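 active = inhibition above the screen-wide mean plus 3 SD, limit set per campaign, cut at about 26% in these data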;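 note: 0% = LYPLA2 with DMSO and 100% = wells lacking LYPLA2 enzyme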
pPAFAH inh – pPAFAH (human) enzyme inhibition. recombinant pPAFAH, FP-rhodamine probe fluorescence polarization. inhibition, % at 3.39 µM. actives 1.5% (n = 330,000);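 active = inhibition above the mean inhibition across the screen plus 3 SD, cut at about 25% in these data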;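 note: inhibitors block binding of the rhodamine activity-based probe so polarization drops; 0% = enzyme with DMSO and 100% = wells lacking pPAFAH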
GSTO1 inh – blocks human GSTO1 in RBBP9 counter-screen | P78417 | recombinant GSTO1, activity-based probe fluorescence polarization | inhibition, % at 5.96 µM | actives 1.1% (n = 300,000) | AID 1974;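 active = inhibition above the campaign mean inhibition plus 3 SD, cut at about 35% in these data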;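 note: 0% = GSTO1-1 with DMSO and 100% = wells lacking GSTO1-1 enzyme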
Target sequence (P78417 whole entry, looked up): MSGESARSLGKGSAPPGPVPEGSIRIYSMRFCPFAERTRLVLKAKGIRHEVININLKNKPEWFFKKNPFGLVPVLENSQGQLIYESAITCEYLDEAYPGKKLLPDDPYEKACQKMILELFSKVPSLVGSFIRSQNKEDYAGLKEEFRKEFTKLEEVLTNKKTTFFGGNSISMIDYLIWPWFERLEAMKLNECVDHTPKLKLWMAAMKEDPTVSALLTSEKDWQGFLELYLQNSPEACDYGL
PAFAH1B2 inh – inhibitors of human PAFAH1B2. P68402. recombinant PAFAH1B2, FP-rhodamine activity probe, fluorescence polarization. inhibition, % at 3.39 µM. actives 1.2% (n = 340,000);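 active = inhibition above the mean of all tested compounds plus 3 SD, cut at about 24% in these data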;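 note: 0% = enzyme with DMSO and 100% = wells lacking PAFAH1B2; many of its hits are not listed in these tables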
PME-1 primary – blocks human protein phosphatase methylesterase 1; actives 0.53% (n = 320,000); AID 2130; inhibition, % at 5.9 µM; recombinant PME-1, FP-Rh probe fluorescence polarization;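 active = inhibition above the campaign mean of all compounds plus 3 SD, cut at about 26% in these data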;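 note: competitive labeling of PME-1 active site by serine hydrolase directed probe; 0% = PME-1 with DMSO and 100% = wells lacking PME-1 enzyme; inhibitors block probe labeling so polarization falls and inhibition rises; many of its hits are not listed in these tables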
PAD4 inh – inhibitors of human PAD4. Q9UM07. recombinant PAD4, RCA probe fluorescence polarization. inhibition, % at 6.36 µM. actives 0.41% (n = 330,000). AID 485272;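 active = percent inhibition above a cutoff equal to the mean of all tested compounds plus 3 SD, cut at about 15% in these data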;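 note: 0% = PAD4 with RCA probe and DMSO and 100% = probe without PAD4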
Target sequence (Q9UM07 whole entry, looked up): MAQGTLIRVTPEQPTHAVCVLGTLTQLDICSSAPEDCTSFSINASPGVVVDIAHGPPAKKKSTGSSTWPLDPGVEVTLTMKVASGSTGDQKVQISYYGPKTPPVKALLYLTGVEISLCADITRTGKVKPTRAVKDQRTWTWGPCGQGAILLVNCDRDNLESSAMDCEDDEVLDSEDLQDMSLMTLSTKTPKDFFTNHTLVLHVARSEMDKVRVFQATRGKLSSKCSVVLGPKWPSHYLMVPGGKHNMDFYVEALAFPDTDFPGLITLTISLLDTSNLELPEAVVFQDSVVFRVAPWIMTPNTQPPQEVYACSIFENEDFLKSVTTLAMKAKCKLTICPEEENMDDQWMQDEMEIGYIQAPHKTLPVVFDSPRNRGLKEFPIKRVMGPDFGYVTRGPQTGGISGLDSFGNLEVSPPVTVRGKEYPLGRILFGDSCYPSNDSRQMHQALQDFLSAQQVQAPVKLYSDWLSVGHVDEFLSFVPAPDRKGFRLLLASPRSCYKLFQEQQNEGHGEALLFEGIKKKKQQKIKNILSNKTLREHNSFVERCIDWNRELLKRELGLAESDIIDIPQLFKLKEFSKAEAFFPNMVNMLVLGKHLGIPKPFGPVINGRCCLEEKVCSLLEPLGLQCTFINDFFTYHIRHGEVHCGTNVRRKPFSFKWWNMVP
PAFAH1B3 inh – PAFAH1B3 (human) inhibition; Q15102; recombinant PAFAH1B3, FP-rhodamine probe, fluorescence polarization; inhibition, % at 3.39 µM; actives 0.28% (n = 340,000); AID 492972;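 active = inhibition above the screen-wide average of all tested compounds plus 3 SD, cut at about 25% in these data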;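 note: 0% = enzyme with DMSO only and 100% = wells lacking PAFAH1B3 protein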
PAFAH2 FP inh – inhibitors of human PAFAH2; recombinant PAFAH2, FP-rhodamine activity probe, fluorescence polarization; AID 492956; actives 0.99% (n = 340,000); Q99487; inhibition, % at 3.39 µM;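 active = inhibition above the mean over all tested compounds plus 3 SD, cut at about 30% in these data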;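 note: inhibitors block probe labeling of enzyme so polarization drops; 0% = enzyme with DMSO and 100% = wells lacking PAFAH2 protein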
An asterisk follows results filed as active; . = no result given.

Values run as follows: LYPLA1 inh	LYPLA2 inh	pPAFAH inh	GSTO1 inh	PAFAH1B2 inh	PME-1 primary	PAD4 inh	PAFAH1B3 inh	PAFAH2 FP inh
CC(C(=O)NC1=NCCS1)N1C(=O)C2CC=CCC2C1=O (configuration not stated)
 : -2	-7	5	-5	0	-6	-4	7	3
C/C(CC(=O)Nc1ccc(Cl)c(C(F)(F)F)c1)=N\NC(=O)c1cnccn1
 : -20	-26	-4	-8	-2	-4	7	-4	1
CC(C)C(C)NC(=O)COC(=O)c1cc(S(=O)(=O)N(C)C)ccc1N1CCCC1 (configuration not stated)
 : -5	-4	-2	-2	.	2	3	.	.
COc1ccc(N2C(=NC(=O)C3CC3)SC3CS(=O)(=O)CC32)cc1Cl (configuration not stated)
 : -4	1	1	3	10	-6	-2	12	7
CC(C)(C)NC(=O)Cn1ccc(=N)c2ccccc21
 : 3	4	0	4	7	5	-5	-4	-1
Cc1cccc(-c2nnc(SCC(=O)Nc3cccc(C(=O)N4CCOCC4)c3)n2C)c1
 : -2	6	3	-1	6	-1	5	-2	-4
CCC(CC)C(=O)N1CC(=O)Nc2ccc(C)cc2C1c1ccccc1 (configuration not stated)
 : -1	-4	-1	-3	9	1	-2	7	0
CC(Sc1sc(=S)sc1SC(C)C(=O)O)C(=O)O (configuration not stated)
 : 0	-1	4	10	0	5	0	4	7
NC(=O)C1CCN(C(=O)/C(=C/c2ccco2)NC(=O)c2ccccc2)CC1
 : 0	-6	-6	5	2	-9	1	9	3
Fc1cccc(NC(=S)NCCCN2CCOCC2)c1
 : 2	1	6	4	0	3	-4	0	-2
Cc1ccc(OCC(=O)Nc2nnc(C3CCCO3)s2)c(Br)c1 (configuration not stated)
 : -1	-5	5	-16	5	-3	-4	4	8
Fc1cc(Cl)ccc1NC1=NCCCCC1
 : -1	5	5	7	6	2	-1	-4	-9
O=C(/C=C/c1ccccc1[N+](=O)[O-])N1CCc2ccccc2C1
 : 2	4	7	3	1	-1	-4	4	-10
COCc1c(C(=O)OCC(=O)c2ccc[nH]2)oc2ccccc12
 : .	.	-2	.	3	.	0	7	1
O=C(/C=C\Nc1ccc2c(c1)OCO2)c1ccc2c(c1)OCO2
 : 0	-1	7	-4	4	3	-1	7	8
O=C(Nc1ccccc1)N1CCCCC1c1cccnc1 (configuration not stated)
 : 0	-4	1	-2	3	-1	-4	3	14
COc1ccccc1NC(=O)CCC(=O)Nc1nnc(C2CCCCC2)s1
 : -3	3	6	12	-5	3	-5	1	5
CC1=CC(C)(C)N(C(=O)CNC2CCCC2)c2cc(C)ccc21
 : 2	0	1	1	8	-3	-3	13	3
Cc1nn(C)cc1/C=N/NC(=O)Cn1nccc1C
 : -1	1	2	2	1	-4	1	4	3
Cc1ccc(-c2nc3ncccn3c2Nc2ccc3c(c2)OCCO3)o1
 : -1	4	6	1	4	2	-5	4	2
CCOC(=O)N1CCC(NCCNC(=O)c2ccco2)CC1
 : -1	-5	-1	5	0	-2	2	0	4
O=C(COC(=O)C1(c2cccc(F)c2)CCCC1)NCc1cccs1
 : 2	8	6	4	22	5	-5	7	3
COC(=O)c1ccc(N2CCN(CC(=O)c3ccc(-c4ccccc4)cc3)CC2)c([N+](=O)[O-])c1
 : -5	-3	3	7	6	1	0	4	6
O=C(NNC(=S)NC1CCCCC1)c1ccccc1Cl
 : -2	4	3	5	1	2	2	9	3
O=C(NCC1CCCO1)c1cccc(NC(=O)c2ccccc2)c1 (configuration not stated)
 : -5	-7	-5	1	-5	-4	-1	3	3
COc1ccc(CC(=O)Nc2cccc(-c3nnc(-c4ccc(C)cc4)o3)c2)cc1OC
 : -3	31*	0	0	-7	-5	1	0	-17
CCCCCc1cc(=O)oc2c(C(CCN3CCCC3)c3cc(OC)c(OC)c(OC)c3)c(OC)cc(OC)c12 (configuration not stated)
 : 0	-8	1	3	1	2	-1	6	-3
Cc1cc(C(=O)OCC(=O)c2ccc3c(c2)OCCO3)c(C)o1
 : -3	1	2	-5	1	-9	-5	2	-5
CCOC(=O)c1ccc(NC(=O)c2nc[nH]c2C(=O)N2CCN(c3ccccc3)CC2)cc1
 : -3	3	4	-1	6	4	0	-5	1
CC(O)CNC(=O)C1CCN(Cc2ccc(OCc3ccccc3)cc2)CC1 (configuration not stated)
 : -1	3	7	-4	7	-1	-1	-2	9

Exported tab-delimited: entries from further up.
molecule	LYPLA1 inh	LYPLA2 inh	pPAFAH inh	GSTO1 inh	PAFAH1B2 inh	PME-1 primary	PAD4 inh	PAFAH1B3 inh	PAFAH2 FP inh
COc1ccc(CC(=O)Nc2cccc(-c3nnc(-c4ccc(C)cc4)o3)c2)cc1OC	-3	31*	0	0	-7	-5	1	0	-17
CCCCCc1cc(=O)oc2c(C(CCN3CCCC3)c3cc(OC)c(OC)c(OC)c3)c(OC)cc(OC)c12 (configuration not stated)	0	-8	1	3	1	2	-1	6	-3

Continued:
Values run as follows: LYPLA1 inh	LYPLA2 inh	pPAFAH inh	GSTO1 inh	PAFAH1B2 inh	PME-1 primary	PAD4 inh	PAFAH1B3 inh	PAFAH2 FP inh
CC(C(=O)Nc1ccccc1F)N1CCN(C)CC1 (configuration not stated)
 : -4	-1	4	-4	.	-2	0	.	.
CCOc1ccc(OCCCC(=O)NCCOc2ccccc2OC)cc1
 : -4	-3	-2	2	5	3	-2	-8	-2
CC(C)(C)c1ccc2c(c1)N(CC(=O)N1CCOCC1)C(=O)CO2
 : -3	-2	-2	-6	-2	0	1	13	1
COc1cccc(-c2ccc(NC(=O)C3CCCN(Cc4cc(C)[nH]n4)C3)cc2)c1 (configuration not stated)
 : 4	8	7	2	4	-2	-6	10	1
Cc1ccc(CN2C(=O)C(C)Oc3ccccc32)cc1 (configuration not stated)
 : 2	1	6	-5	4	-2	0	7	-5
Cc1ccc2c(c1)nnn2C1CCN(C(=O)c2ccccc2F)CC1
 : 2	3	1	0	2	5	-1	12	7
COc1ccccc1CNC(=O)CC1Sc2ccccc2NC1=O (configuration not stated)
 : -2	1	5	5	3	3	1	3	-3
Cn1c(=O)c2c(nc(Cl)n2Cc2ccncc2)n(C)c1=O
 : -3	-4	-6	6	-2	0	2	5	-4
Oc1ccc(/C=N/N2CCCCC2)c(O)c1O
 : -1	-1	21	46*	5	3	-11	18	15
CC(=O)c1sc(NC(=O)C2CSC3(C)CCC(=O)N23)nc1-c1ccccc1 (configuration not stated)
 : 2	2	3	-1	7	2	-1	6	4
O=C1CCCC(O)=C1N=Nc1ccc(S(=O)(=O)N2CCOCC2)cc1
 : 0	3	13	20	7	-11	5	4	10
COc1ccc(C(=O)N2CCCC(C(=O)N3CCN(c4ccccc4)CC3)C2)cc1 (configuration not stated)
 : 0	-1	-1	5	3	-1	-3	-1	-6
N#C/C(=C\c1ccc2c(c1)OCCO2)C(=O)Nc1nccs1
 : -3	-4	5	15	1	3	-2	-5	0
C/C(CC(=O)Nc1ccc2c(c1)OCCO2)=N\NC(=O)c1ccccn1
 : 5	10	1	1	10	1	4	7	10
O=C1CCNc2ccc(-c3ccccc3)cc21
 : -3	2	2	-4	6	-2	-1	3	0
Cc1cc(C)cc(N(CC(=O)NC2CCCC2)C(=O)CCC(=O)Nc2nc(C)cs2)c1
 : 3	0	4	12	2	1	-4	0	-1
CC(C)N(C)CCOC(=O)/C=C/c1ccccc1
 : -4	0	4	-9	0	-4	-2	-2	4
CC(Sc1nnc(Cn2c(=O)sc3ccccc32)n1C)c1ccccc1 (configuration not stated)
 : 1	-8	-4	2	1	1	1	0	-2
CC(C)NC(=O)C1CCCN(c2nnc(-n3cccc3)s2)C1 (configuration not stated)
 : -2	4	-6	13	2	-12	-1	-10	5
CCOc1cc(N2CCOCC2)c(OCC)cc1NC(=O)CSc1nnc(N)s1
 : .	.	5	.	4	.	2	14	-1
Cn1cccc1C(=O)OCC(=O)Nc1ccc2[nH]c(=O)[nH]c2c1
 : .	.	-2	.	2	.	-8	7	-9
CCOc1ccccc1N(CC(=O)Nc1ccc2c(c1)OCCO2)S(C)(=O)=O
 : 3	6	0	5	3	2	-7	2	3
N#C[C@H]1C(O)C(O)c2ccccc2N1C(=O)c1ccccc1 (some centres not stated)
 : 1	8	-1	-1	6	4	0	6	-7
CCCn1nc(C(=O)N2CC(=O)Nc3ccccc32)c2ccccc2c1=O
 : 2	3	2	-4	-5	0	-5	8	-2
CCOc1ccc(-c2cc(N3C(=O)Nc4ccccc4N3O)n[nH]2)cc1
 : -1	4	8	5	4	0	-3	6	-3
CCOC(=O)c1ccc(NC(=O)c2ccc(C)c(S(=O)(=O)N3CCOCC3)c2)cc1
 : -15	-11	2	-4	-2	-2	2	-6	-3
Cc1ccc(NC(=O)CCC(=O)NNC(=O)c2ccccc2)c(C)c1
 : 0	-5	1	2	1	2	-6	6	1
COc1ccc(CNC(=O)Cc2csc(NC(=O)Nc3ccccc3OC)n2)cc1
 : -4	-6	7	-8	-3	-1	1	7	2
O=C(CSc1nnnn1-c1ccccc1)N1CCCc2ccccc21
 : -1	-1	4	-3	10	1	0	4	16
COc1ccc(C(=O)c2c3ccc([N+](=O)[O-])cc3[n+]([O-])n2CCCN)cc1
 : -1	8	6	31	6	0	-9	4	4
Cc1ccc(CNC(=O)c2cc3c(=O)n(C)c4ccccc4c3n2C)o1
 : 3	5	3	6	1	-2	0	-1	3
COc1cccc(NC(=O)Nc2cc(C(=O)O)ccc2C)c1
 : 0	-2	1	2	3	0	-3	6	-1
c1cc(Nc2cccc3nccnc23)c2nccnc2c1
 : 9	-5	19	-4	11	7	-5	11	15
CCN(CC)c1ncnc2c1cnn2C
 : 0	-2	8	-5	-3	-1	-1	5	-1
Cc1ccc(NC(=O)c2cc(S(=O)(=O)N3CCCCC3)cs2)cc1
 : -2	-4	0	-3	-6	0	0	-9	3
Cc1nc2sc(C(c3ccco3)N3CCN(c4cccc(Cl)c4)CC3)c(O)n2n1 (configuration not stated)
 : 3	18	14	2	-3	-2	-2	5	8
CC(/C=C/c1ccccc1)=N/NC(=O)Cn1nnc(N)n1
 : -2	3	-3	-9	.	3	2	.	.
O=C1N=C(N2CCCC2)CN1c1ccccc1
 : -1	7	1	-2	1	1	-2	7	-10
COc1ccccc1CNC(=O)CN(C)S(=O)(=O)c1ccc2c(c1)c(=O)n(C)c(=O)n2C
 : 3	6	2	-3	8	6	-1	7	3
CN1C(=O)C2ON(c3ccccc3)C(c3cccs3)C2C1=O (configuration not stated)
 : 0	-3	-7	-5	6	0	2	2	-1
O=C(CCCN1C(=O)c2cccc3cccc(c23)C1=O)N1CCN(c2ccccc2O)CC1
 : 8	49*	13	-3	3	4	3	2	4
COCCNC(=O)[C@H]1N2C(=O)c3c(ccc(OC)c3OC)C2SC1(C)C (some centres not stated)
 : -1	-5	2	3	6	7	-1	9	-2
COc1cccc(CC(=O)Nc2cc(S(=O)(=O)N3CCOCC3)ccc2N2CCOCC2)c1
 : 0	5	1	3	2	-1	0	15	8
O=C(O)c1cccc(NS(=O)(=O)c2ccc3c(c2)OCCCO3)c1
 : -3	-1	0	-2	2	-4	0	9	12
CCOC(=O)Cc1csc(NC(=O)CSc2nnnn2-c2ccc(C)c(C)c2)n1
 : -2	6	6	-2	1	0	4	-4	5
Cc1ccc(CCNC(=O)C2CCCN(S(=O)(=O)N3CC(C)CC(C)C3)C2)cc1 (configuration not stated)
 : 0	-3	4	4	8	2	4	3	3
CCCc1ccc2oc(C(=O)NCCN3CCCC(C(N)=O)C3)c(C)c2c1 (configuration not stated)
 : 5	2	9	1	3	1	1	11	-7

The list is partial; count on the stated rates, not on these rows.
